SENP7 block: blocks the human protease SENP7; inhibition, % at 5 µM; recombinant SENP7, Z-RLRGG-aminoluciferin luminescence, 40 min; Q9BQF6; 330,000 tested, 1.5% active;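 active means inhibition above about 50% at the single test dose, limit read from the data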;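 further: plate controls were DMSO with enzyme for no effect and no enzyme buffer wells for full effect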
Target sequence (Q9BQF6 706-1050 limits assumed): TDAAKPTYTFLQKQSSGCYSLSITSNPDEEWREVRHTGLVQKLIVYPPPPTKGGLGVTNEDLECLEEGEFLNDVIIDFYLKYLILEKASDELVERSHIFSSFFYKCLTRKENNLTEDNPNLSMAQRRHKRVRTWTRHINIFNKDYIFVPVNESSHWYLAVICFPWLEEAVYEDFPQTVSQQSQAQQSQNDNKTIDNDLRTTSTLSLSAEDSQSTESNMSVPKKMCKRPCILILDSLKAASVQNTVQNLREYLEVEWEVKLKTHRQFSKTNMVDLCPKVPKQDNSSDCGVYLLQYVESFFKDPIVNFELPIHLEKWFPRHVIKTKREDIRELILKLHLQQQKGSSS
MPTP inh: permeability transition pore inhibition; AID 602449; isolated mouse mitochondria, Ca2+ swelling absorbance, 30 min; inhibition, % at 10 µM; 360,000 tested, 1.4% active;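 active means inhibition of 50% or more, scaled per plate between neutral and stimulator controls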;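 further: 0% = DMSO wells given calcium and 100% = 1 mM EGTA wells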
SENP8 inh: blocks human SENP8 cleavage of Nedd8 substrate; Q96LD8; recombinant SENP8, Nedd8 substrate fluorescence; inhibition, % at 20 µM; 360,000 tested, 0.64% active; AID 602440; in the data active means inhibition mostly above about 40%, no sharp cut-off; inactive means mostly below about 27%
Target sequence (Q96LD8 whole entry, looked up): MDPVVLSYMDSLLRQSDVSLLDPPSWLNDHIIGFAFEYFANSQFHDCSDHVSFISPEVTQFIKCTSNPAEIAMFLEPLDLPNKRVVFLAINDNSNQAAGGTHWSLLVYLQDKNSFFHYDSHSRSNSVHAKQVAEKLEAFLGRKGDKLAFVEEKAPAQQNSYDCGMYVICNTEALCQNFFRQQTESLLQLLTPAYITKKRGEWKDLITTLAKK
ATG4B inh: inhibitors of human ATG4B cysteine protease; Q9Y4P1; ATG4B cleavage of LC3-PLA2, NBD-HPC fluorescence, 1 h; inhibition, % at 8.33 µM; 340,000 tested, 0.51% active; AID 504462; in the data active means inhibition above about 40%
Target sequence (Q9Y4P1 whole entry, looked up): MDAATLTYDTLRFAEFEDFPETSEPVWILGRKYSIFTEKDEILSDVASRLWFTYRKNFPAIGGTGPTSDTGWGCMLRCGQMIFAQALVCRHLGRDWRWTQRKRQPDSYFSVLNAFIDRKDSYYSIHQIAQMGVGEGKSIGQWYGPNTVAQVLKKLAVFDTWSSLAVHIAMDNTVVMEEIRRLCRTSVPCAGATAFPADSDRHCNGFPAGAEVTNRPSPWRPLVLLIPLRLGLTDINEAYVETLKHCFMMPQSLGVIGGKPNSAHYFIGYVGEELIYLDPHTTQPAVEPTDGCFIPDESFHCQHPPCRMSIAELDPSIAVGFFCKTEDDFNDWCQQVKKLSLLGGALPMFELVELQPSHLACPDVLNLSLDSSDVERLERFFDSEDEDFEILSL
SENP6 inh: SENP6 protease inhibition | Q9GZR1 | Recombinant SENP6 catalytic domain, aminoluciferin luminescence | inhibition, % at 10 µM | 330,000 tested, 1.8% active | AID 2599;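 active means inhibition above about 50% at the single tested dose, limit read from the data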;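 further: plate controls were DMSO wells with enzyme for no effect and DMSO wells lacking enzyme for full effect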
HKDC1 inhibitor: HKDC1 (human) hexokinase inhibition; Q2TB90; recombinant HKDC1, G6PDH/diaphorase resazurin coupled fluorescence; inhibition, % at 20 µM; 340,000 tested, 0.16% active; AID 493160;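 active means inhibition above about 35% when tested at 20 µM, limit read from the data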;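 further: plate controls were DMSO wells with enzyme for no effect and DMSO wells lacking enzyme for full effect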
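test system = in-house recombinant HK5 (HKDC1) enzyme | amount = HKDC1 at 5 µg/mL | control set = DMSO-enzyme wells negative, buffer-substituted wells positive | compound = one dose of 20 µM, 1% DMSO | schedule = reaction time 90 min, room temperature, protected from light | technique = resorufin fluorescence at 613 nm | reagent = glucose with 1 mM ATP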
NR3A LBD binder: modulators (binders) of human NR3A ligand-binding domain. NR3A LBD differential scanning fluorimetry, Tm shift; 0% = protein alone, 100% = glycine-bound protein. Tm shift relative to glycine control, % at 25 µM. 340,000 tested, 2.5% active;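 active means melting temperature shift of at least 10% of the positive control shift, at one fixed dose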
PfGluPho inh: PfG6PD (Plasmodium falciparum) enzyme inhibition | PfGluPho enzyme, NADPH resazurin-diaphorase fluorescence | inhibition, % at 20 µM | 350,000 tested, 0.78% active | AID 504690;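 active means inhibition reaching at least a set limit at 20 µM in the primary screen, cut at about 59% in these data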;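 further: 0% = DMSO wells with substrate and 100% = DMSO wells lacking glucose-6-phosphate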
An asterisk follows results filed as active.

How did Cn1c(NC(=O)c2ccc(C(C)(C)C)cc2)cc(=O)n(C)c1=O do in these assays?
SENP7 block: 5; MPTP inh: -0.8; SENP8 inh: 16; ATG4B inh: 0; SENP6 inh: -18; HKDC1 inhibitor: 0; NR3A LBD binder: 0; PfGluPho inh: -7

How did NS(=O)(=O)c1ccc(CCNC(=O)C2COc3ccccc3O2)cc1 (configuration not stated) do in these assays?
SENP7 block: -2; MPTP inh: -0.5; SENP8 inh: 5; ATG4B inh: 9; SENP6 inh: 13; HKDC1 inhibitor: -3; NR3A LBD binder: -1; PfGluPho inh: -6

Results for Cc1nc(Cl)sc1C(=O)Nc1cccc(Cl)c1C ?
SENP7 block: 0; MPTP inh: -0.5; SENP8 inh: 11; ATG4B inh: -8; SENP6 inh: -19; HKDC1 inhibitor: -6; NR3A LBD binder: -3; PfGluPho inh: -2

What do the screens show for `Cc1ccc(N(C(=O)CCC(=O)Nc2nccs2)C(C(=O)NC(C)(C)C)c2ccc(O)cc2)cc1` (configuration not stated)?
SENP7 block: 0; MPTP inh: 0.6; SENP8 inh: 3; ATG4B inh: -7; SENP6 inh: -7; HKDC1 inhibitor: -3; NR3A LBD binder: -1; PfGluPho inh: 17

Results for CN(C)S(=O)(=O)c1cccc(C(=O)N2CCc3ccccc32)c1 ?
SENP7 block: 11; MPTP inh: -2.1; SENP8 inh: 14; ATG4B inh: -6; SENP6 inh: -8; HKDC1 inhibitor: -1; NR3A LBD binder: 2; PfGluPho inh: -1

What do the screens show for `COc1cccc(OC)c1C(=O)N1CCNCC1`?
SENP7 block: -9; MPTP inh: -0.2; SENP8 inh: 10; ATG4B inh: 2; SENP6 inh: -15; HKDC1 inhibitor: 3; NR3A LBD binder: -2; PfGluPho inh: -10

What do the screens show for `Cc1oc(-c2ccccc2F)nc1CSCC(=O)NC1CCCC1`?
SENP7 block: 0; MPTP inh: -0.1; SENP8 inh: -2; ATG4B inh: 1; SENP6 inh: 3; HKDC1 inhibitor: -5; NR3A LBD binder: -3; PfGluPho inh: -6

How did Cn1nc(CC(=O)N2CCN(c3ccccc3)CC2)c2ccccc2c1=O do in these assays?
SENP7 block: 9; MPTP inh: 0.1; SENP8 inh: 0; ATG4B inh: -11; SENP6 inh: 19; HKDC1 inhibitor: -2; NR3A LBD binder: -1; PfGluPho inh: -6

How did O=C(CSc1ncnc2sccc12)Nc1ccccc1 do in these assays?
SENP7 block: 5; MPTP inh: 0.0; SENP8 inh: 8; ATG4B inh: 3; SENP6 inh: -7; HKDC1 inhibitor: -5; NR3A LBD binder: 0; PfGluPho inh: -7

What do the screens show for `Cn1c2ccccc2c2cnn(CC(=O)N3CCCCC3)c(=O)c21`?
SENP7 block: 0; MPTP inh: 1.9; SENP8 inh: -55; ATG4B inh: 2; SENP6 inh: 5; HKDC1 inhibitor: -4; NR3A LBD binder: -2; PfGluPho inh: 0

What do the screens show for `Cc1cc2ncn(-c3ncnc4sc5c(c34)CCCC5)c2cc1C`?
SENP7 block: 3; ATG4B inh: 15; SENP6 inh: -13; HKDC1 inhibitor: -4; NR3A LBD binder: -2; PfGluPho inh: -10

How did O=C(NCc1ccccc1Cl)C1CCN(S(=O)(=O)c2cccs2)CC1 do in these assays?
SENP7 block: -5; MPTP inh: -0.6; SENP8 inh: 20; ATG4B inh: 12; SENP6 inh: -25; HKDC1 inhibitor: -4; NR3A LBD binder: 1; PfGluPho inh: 11

Results for O=C(COc1ccc(Cl)cc1Cl)N(C1CCCCC1)C1CCS(=O)(=O)C1 (configuration not stated) ?
SENP7 block: 2; MPTP inh: 0.9; SENP8 inh: 7; ATG4B inh: -9; SENP6 inh: -8; HKDC1 inhibitor: 2; NR3A LBD binder: 1; PfGluPho inh: 19

How did COc1ccc(N2CCN(C(=O)COC(=O)[C@@H](NC(=O)c3ccccc3Cl)C(C)C)CC2)cc1 do in these assays?
MPTP inh: 0.3; SENP8 inh: 18; ATG4B inh: -3; HKDC1 inhibitor: -5; NR3A LBD binder: 1; PfGluPho inh: 19

How did CN(C)S(=O)(=O)c1ccc(Cl)c(NC(=O)CSc2nnnn2-c2ccc(O)cc2)c1 do in these assays?
MPTP inh: 0.3; SENP8 inh: 8; ATG4B inh: -5; HKDC1 inhibitor: -5; NR3A LBD binder: -1; PfGluPho inh: -14

What do the screens show for `Cc1c(C(=O)N(C)C)c2ccc(Cl)cc2n1O`?
SENP7 block: 4; MPTP inh: 0.1; SENP8 inh: -6; ATG4B inh: 3; SENP6 inh: -8; HKDC1 inhibitor: -5; NR3A LBD binder: 0; PfGluPho inh: -16

Results for O=C1ON=C(c2ccccc2)/C1=C/c1ccc(OS(=O)(=O)c2ccccc2)cc1 ?
MPTP inh: -6.4; SENP8 inh: 23; ATG4B inh: 19; HKDC1 inhibitor: 12; NR3A LBD binder: -4; PfGluPho inh: -11

Results for Cc1cc(NS(=O)(=O)c2ccc(NC(=S)NC(=O)c3ccc(Br)cc3)cc2)no1 ?
SENP7 block: 6; MPTP inh: 1.8; SENP8 inh: 6; ATG4B inh: 2; SENP6 inh: 10; HKDC1 inhibitor: -3; NR3A LBD binder: -26; PfGluPho inh: -6

Results for COc1ccc(CN=C2NN=C(c3cccc(OC)c3)CS2)cc1 ?
SENP7 block: 8; MPTP inh: -1.3; SENP8 inh: 2; ATG4B inh: -9; SENP6 inh: 0; HKDC1 inhibitor: -3; NR3A LBD binder: -1; PfGluPho inh: 19

Results for OC[C@H]1O[C@@H]2O[C@H]3[C@H](O)[C@@H](O)[C@@H](O[C@H]4[C@H](O)[C@@H](O)[C@@H](O[C@H]5[C@H](O)[C@@H](O)[C@@H](O[C@H]6[C@H](O)[C@@H](O)[C@@H](O[C@H]7[C@H](O)[C@@H](O)[C@@H](O[C@H]1[C@H](O)[C@H]2O)O[C@@H]7CO)O[C@@H]6CO)O[C@@H]5CO)O[C@@H]4CO)O[C@@H]3CO ?
SENP7 block: -4; ATG4B inh: -6; SENP6 inh: -14; HKDC1 inhibitor: -5; NR3A LBD binder: -1; PfGluPho inh: -3

Not a retest: entries from further up.
How did Cn1c(NC(=O)c2ccc(C(C)(C)C)cc2)cc(=O)n(C)c1=O do in these assays?
SENP7 block: 5; MPTP inh: -0.8; SENP8 inh: 16; ATG4B inh: 0; SENP6 inh: -18; HKDC1 inhibitor: 0; NR3A LBD binder: 0; PfGluPho inh: -7

How did NS(=O)(=O)c1ccc(CCNC(=O)C2COc3ccccc3O2)cc1 (configuration not stated) do in these assays?
SENP7 block: -2; MPTP inh: -0.5; SENP8 inh: 5; ATG4B inh: 9; SENP6 inh: 13; HKDC1 inhibitor: -3; NR3A LBD binder: -1; PfGluPho inh: -6

Among those listed so far, these contain an aryl thioether with sulfur outside any ring.
How did O=C(CSc1ncnc2sccc12)Nc1ccccc1 do in these assays?
SENP7 block: 5; MPTP inh: 0.0; SENP8 inh: 8; ATG4B inh: 3; SENP6 inh: -7; HKDC1 inhibitor: -5; NR3A LBD binder: 0; PfGluPho inh: -7

How did CN(C)S(=O)(=O)c1ccc(Cl)c(NC(=O)CSc2nnnn2-c2ccc(O)cc2)c1 do in these assays?
MPTP inh: 0.3; SENP8 inh: 8; ATG4B inh: -5; HKDC1 inhibitor: -5; NR3A LBD binder: -1; PfGluPho inh: -14

Further results follow:
How did Cc1nc2scc(-c3ccccc3)c2c(=O)n1N=C1C=CC(=O)C=C1 do in these assays?
SENP7 block: 2; ATG4B inh: -1; SENP6 inh: 23; HKDC1 inhibitor: 31; NR3A LBD binder: -1; PfGluPho inh: 113*

How did O=C(Nc1ccc(N2CCN(C(=O)c3ccccc3)CC2)cc1)c1cc2ccccc2o1 do in these assays?
SENP7 block: 11; MPTP inh: 0.3; SENP8 inh: 10; ATG4B inh: -6; SENP6 inh: -26; HKDC1 inhibitor: -7; NR3A LBD binder: -15; PfGluPho inh: 9

What do the screens show for `C/C(=C\C(=O)c1ccccc1)Nc1ccc(Br)c(Cl)c1`?
SENP7 block: 3; MPTP inh: 1.1; SENP8 inh: 6; ATG4B inh: 2; SENP6 inh: 2; HKDC1 inhibitor: -1; NR3A LBD binder: 2; PfGluPho inh: 18

How did O=C1CN(Cc2cc(=O)oc3cc4c(cc23)CCC4)CCN1 do in these assays?
SENP7 block: 0; MPTP inh: 0.6; SENP8 inh: -13; ATG4B inh: 3; SENP6 inh: -6; HKDC1 inhibitor: 15; NR3A LBD binder: -1; PfGluPho inh: -14

Results for COc1cc(OC)c(C2Oc3nc(SC)nnc3-c3ccccc3N2C(C)=O)cc1OC (configuration not stated) ?
SENP7 block: -12; MPTP inh: -1.7; SENP8 inh: -6; ATG4B inh: -3; SENP6 inh: -5; HKDC1 inhibitor: -8; NR3A LBD binder: -2; PfGluPho inh: 5

What do the screens show for `C[C@H](CO)N1C[C@H](C)[C@@H](CN(C)C(=O)Nc2ccc(C(F)(F)F)cc2)Oc2ccc(NC(=O)c3ccncc3)cc2C1=O`?
SENP7 block: -10; MPTP inh: -1.3; SENP8 inh: 9; ATG4B inh: -11; SENP6 inh: -5; HKDC1 inhibitor: 2; NR3A LBD binder: -2; PfGluPho inh: 45

How did CCCN(CCO)Cc1ccc2ccccc2c1 do in these assays?
SENP7 block: -5; MPTP inh: 0.5; SENP8 inh: 2; ATG4B inh: -23; SENP6 inh: -10; HKDC1 inhibitor: 4; NR3A LBD binder: 0; PfGluPho inh: 1

How did COc1cccc(C2=NOC(C(=O)Nc3ccc(OC)c(OC)c3)C2)c1 (configuration not stated) do in these assays?
SENP7 block: 1; MPTP inh: 1.2; SENP8 inh: 10; ATG4B inh: -7; SENP6 inh: -6; HKDC1 inhibitor: -10; NR3A LBD binder: 10; PfGluPho inh: -8

What do the screens show for `CCCNc1nc2c(c(=O)n(C)c(=O)n2C)n1Cc1cccc(C)c1`?
SENP7 block: 9; MPTP inh: 0.8; SENP8 inh: 9; ATG4B inh: 1; SENP6 inh: -28; HKDC1 inhibitor: 17; NR3A LBD binder: 1; PfGluPho inh: 14

Results for Cn1c(N)c(C(=O)COC(=O)/C=C/c2ccc(Cl)cc2Cl)c(=O)n(C)c1=O ?
SENP7 block: 8; MPTP inh: 0.3; SENP8 inh: 15; ATG4B inh: -10; SENP6 inh: -6; HKDC1 inhibitor: -9; NR3A LBD binder: -2; PfGluPho inh: -11

Results for CCN1CCCC1CNC(=O)C(=O)NC1CC1 (configuration not stated) ?
SENP7 block: 6; MPTP inh: 0.0; SENP8 inh: 11; ATG4B inh: -8; SENP6 inh: -14; HKDC1 inhibitor: -13; NR3A LBD binder: -1; PfGluPho inh: 19

What do the screens show for `O=[N+]([O-])c1ccc2c(c1)C=C1CCCCC1(N1CCCCC1)O2` (configuration not stated)?
SENP7 block: -4; MPTP inh: 9.1; SENP8 inh: 29; ATG4B inh: -5; SENP6 inh: 5; HKDC1 inhibitor: -1; NR3A LBD binder: 1; PfGluPho inh: 9

Results for O=C(O)C1C2CCC(C2)C1C(=O)Nc1ccc(Cl)c(Cl)c1 (configuration not stated) ?
SENP7 block: 13; MPTP inh: 3.9; SENP8 inh: 6; ATG4B inh: 2; SENP6 inh: -11; HKDC1 inhibitor: 2; NR3A LBD binder: 2; PfGluPho inh: -19

What do the screens show for `COc1ccc(Cl)cc1S(=O)(=O)N(C)CC(=O)NCc1ccc2c(c1)OCO2`?
SENP7 block: -5; MPTP inh: 0.3; SENP8 inh: 6; ATG4B inh: 1; SENP6 inh: -7; HKDC1 inhibitor: -7; NR3A LBD binder: -3; PfGluPho inh: -11

Among those listed so far, 2 contain bromine:
Results for Cc1cc(NS(=O)(=O)c2ccc(NC(=S)NC(=O)c3ccc(Br)cc3)cc2)no1 ?
SENP7 block: 6; MPTP inh: 1.8; SENP8 inh: 6; ATG4B inh: 2; SENP6 inh: 10; HKDC1 inhibitor: -3; NR3A LBD binder: -26; PfGluPho inh: -6

What do the screens show for `C/C(=C\C(=O)c1ccccc1)Nc1ccc(Br)c(Cl)c1`?
SENP7 block: 3; MPTP inh: 1.1; SENP8 inh: 6; ATG4B inh: 2; SENP6 inh: 2; HKDC1 inhibitor: -1; NR3A LBD binder: 2; PfGluPho inh: 18

Screening results: PubChem, Sanford-Burnham Center for Chemical Genomics
